# LDHA block = blocks human lactate dehydrogenase A; P00338; purified LDHA, NADH/diaphorase-resazurin fluorescence; active compounds read low; activity change, % (values are at about 110 or 230 µM); hit rate 0.15% among 480,000; in the data active = activity change below about -30%; inconclusive = mostly about -25% to -30%;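 note: plate controls were DMSO wells for no effect and wells without enzyme for full effect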
#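 Remaining NADH was detected by diaphorase (0.133 mg/mL) converting 37 µM resazurin to fluorescent resorufin, read at 0 and 20 minutes. The preceding 5-minute room-temperature reaction used 2 nM LDHA, 0.2 mM sodium pyruvate and 0.06 mM NADH at pH 7.4.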
# TrxR1 substrate = is turned over as a substrate by rat TrxR1 | O89049 | Potency, µM (doses to about 114 µM), without a hit: top-dose activity change, negative = substrate turnover | hit rate 0.01% among 390,000 | purified TrxR1 substrate turnover, NADPH consumption readout | AID 588456; note: potency is the fitted concentration of half-maximal effect; % is set by controls: 0 for no effect and ±100 for the full control effect; nearly all actives have a fitted effect of over 50% in size
#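 Rat TrxR1, dispensed at 90 nM, was prereduced with 400 uM NADPH (final) for 5 min at ~22 deg C, then incubated with compound 15 min before 400 uM selenite. A first-read NADPH fluorescence drop versus no-compound background flagged substrates.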
# mIDH1 inhibitor = blocks human mutant IDH1 R132H enzyme. O75874. hit rate 0.093% among 390,000. IDH1-R132H enzyme, NADPH consumption, diaphorase/resazurin fluorescence. Potency, µM (doses to about 76.6 µM), inactives show top-dose activity change, negative = inhibition, hits mostly inhibitors; note: potency is the fitted concentration of half-maximal effect; % is set by controls: 0 for no effect and ±100 for the full control effect; nearly all actives have a fitted effect of over 65% in size
# Target sequence (O75874 whole entry R132H, stated change not applied): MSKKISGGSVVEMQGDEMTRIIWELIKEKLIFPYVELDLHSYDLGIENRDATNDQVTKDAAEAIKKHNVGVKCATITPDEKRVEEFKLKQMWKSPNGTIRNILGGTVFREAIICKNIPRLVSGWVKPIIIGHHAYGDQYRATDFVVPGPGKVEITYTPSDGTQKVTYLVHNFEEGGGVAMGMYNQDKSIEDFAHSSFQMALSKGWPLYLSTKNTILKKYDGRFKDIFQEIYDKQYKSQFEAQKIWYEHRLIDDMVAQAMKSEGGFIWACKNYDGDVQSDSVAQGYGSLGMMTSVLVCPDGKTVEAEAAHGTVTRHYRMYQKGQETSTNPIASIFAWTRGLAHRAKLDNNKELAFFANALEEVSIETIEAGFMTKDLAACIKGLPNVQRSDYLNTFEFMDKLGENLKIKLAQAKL
#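 IDH1-R132H (0.5 ug/mL dispensed) in pH 7.5 Tris buffer was preincubated 30 min with compound, then given a substrate mix of 0.016 mM NADPH and 2 mM alpha-KG for 80 min at room temperature; remaining NADPH was read by diaphorase/resazurin fluorescence.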
# Vif-A3G inh = blocks the Vif interaction with human APOBEC3G; HeLa A3G-eYFP + Vif (tagged APOBEC3G with the HIV-1 protein that degrades it), YFP fluorescence, overnight; hit rate 0.076% among 410,000; Potency, µM (series often up to 46.1 µM), for the others: at the highest dose activity, negative = active, usual class: inhibitors;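 note: potency is the fitted concentration of half-maximal effect; % is set by controls: 0 for no effect and ±100 for the full control effect; nearly all actives have a fitted effect of over 60% in size; hits raise eYFP signal because A3G escapes Vif-driven loss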
# Target sequence (Q9HC16 whole entry, looked up): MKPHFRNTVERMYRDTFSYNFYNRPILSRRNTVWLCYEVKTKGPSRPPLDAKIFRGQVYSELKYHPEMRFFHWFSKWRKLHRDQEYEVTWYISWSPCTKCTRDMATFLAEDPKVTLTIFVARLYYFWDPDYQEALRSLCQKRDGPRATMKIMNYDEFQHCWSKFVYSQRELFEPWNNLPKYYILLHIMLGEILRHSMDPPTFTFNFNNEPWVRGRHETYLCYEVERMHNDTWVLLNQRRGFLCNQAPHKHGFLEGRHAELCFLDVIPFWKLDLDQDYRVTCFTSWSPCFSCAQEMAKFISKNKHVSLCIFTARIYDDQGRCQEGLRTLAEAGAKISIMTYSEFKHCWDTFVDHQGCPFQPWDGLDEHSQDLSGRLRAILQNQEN
#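 Read-out is eYFP fluorescence (Ex 488/Em 500-530) from Vif-expressing HeLa A3G-eYFP cells; more signal means A3G escaped Vif-mediated degradation. Cells plated overnight, compound pinned in, incubated overnight at 37 deg C.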
# GRP78 ERSR act = induces the endoplasmic reticulum stress response in human glioma cells; AID 602332; U87-MG GRP78 promoter luciferase reporter, 16 h; Potency, µM, for inactives: at the highest dose activation, hits mostly activators; hit rate 0.02% among 420,000; note: potency is the fitted concentration of half-maximal effect; series mostly up to about 76 µM; % of control where 0% means no effect; nearly all actives have a fitted effect of over 35% in size
#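 Stably transfected U87-MG glioma cells carrying a GRP78-based luciferase sensor; 16 h compound incubation. Luminescence end-point read 10 min after Bright-Glo addition at room temperature.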
# PI4K2A inh = PI4K2A (human) kinase inhibition. hit rate 0.13% among 420,000. activity change, negative = inhibition, % at 76.9 µM. Q9BTU6. purified PI4K2A, ADP-Glo luminescence, 1 h; active compounds read low; in the data active = activity change below about -50%; inconclusive = mostly about -30% to -49%;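 note: -100% = wells without enzyme as full effect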
#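 In this quantitative HTS, ADP production by PI4K2A was quantified luminescently after 1 h at ambient temperature; 100 microM adenosine served as plate-quality control.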
# USP1-UAF1 inh = blocks the human USP1/UAF1 deubiquitinase complex; O94782; recombinant USP1/UAF1, Ub-Rhodamine cleavage fluorescence; Potency, µM (top dose mostly 57.1 µM), without a hit: at the highest dose activity change, negative = inhibition, actives largely listed as inhibitors; hit rate 0.23% among 390,000; note: potency is the fitted concentration of half-maximal effect; % is set by controls: 0 for no effect and ±100 for the full control effect; nearly all actives have a fitted effect of over 60% in size; inactives centre near -12
#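 1 nM enzyme complex + cpd, 15 min RT; start with Ub-Rho 150nM final; kinetic fluorescence ex 480/em 540, 6 reads q60 s. Buffer 50mM HEPES pH 7.8, 0.5mM EDTA, 0.1 mg/ml BSA, 1mM TCEP, 0.01% Tween-20.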
# Vif-A3F inh = Vif-A3F binding inhibition. hit rate 0.2% among 390,000. HeLa A3F-eYFP + Vif (tagged APOBEC3F with the HIV-1 protein that degrades it), YFP fluorescence increase. Potency, µM (top dose mostly 46.1 µM), without a hit: top-dose activity, negative = active; note: potency is the fitted concentration of half-maximal effect; % of control where 0% means no effect; nearly all actives have a fitted effect of over 65% in size
#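 Fluorescence increase (Ex 488/Em 500-530) after overnight compound treatment at 37 deg C flags inhibition of Vif-driven A3F-eYFP loss in stable HeLa A3F-eYFP/Vif cells seeded overnight beforehand.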
# RXFP1 ag = RXFP1 (human) receptor agonism. HEK293T-RXFP1 cAMP TR-FRET, 30 min; response scale: percent of porcine relaxin response, buffer zero. hit rate 0.3% among 370,000. Potency, µM (top dose mostly 57.5 µM), for the others: top-dose activation, usual class: activators. AID 2676; note: potency is the fitted concentration of half-maximal effect; % is set by controls: 0 for no effect and ±100 for the full control effect; nearly all actives have a fitted effect of over 60% in size; many of its hits are not listed in these tables
#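 Agonist response is measured as cAMP accumulation in an RXFP1-transfected HEK293T line under PDE4 inhibition. Values are scaled between buffer-only and 29 nM porcine relaxin, and EC50s come from standard Hill equation fits.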
# * marks the source's active call; other numbers are inactive results; u = inconclusive; x = not tested or not shown; [ ] = dose if it differs, or a comment. Unless noted, calls come from the whole dose curve; as a rule, active = well fitted curve in the direction sought with a large enough effect; inconclusive = small, poorly fitted or top-dose-only effect, or another doubt; inactive = no such curve, though single readings can be large; an effect the other way counts as inactive or inconclusive. Not all compounds are listed, so the mix of outcomes need not match the whole.
SMILES,LDHA block,TrxR1 substrate,mIDH1 inhibitor,Vif-A3G inh,GRP78 ERSR act,PI4K2A inh,USP1-UAF1 inh,Vif-A3F inh,RXFP1 ag
O=C(CN1C(=O)COc2ccc(S(=O)(=O)NC3CCCC3)cc21)Nc1ccc(Cl)cc1,1,-5%,u,2%,0%,-2,-9%,-2%,1.1%
Cc1c(OCC(=O)NCCCN2CCOCC2)ccc2c(-c3ccccc3)cc(=O)oc12,-6,2%,5%,-8%,-6%,0,-26%,0%,2.6%
CCCNS(=O)(=O)c1cccc(C(=O)NNC(=O)c2cc(C)oc2C)c1,-4,6%[11.4 µM],3%,-1%,-6%,-1,-4%,-6%,-0.7%
Cc1ccc(-c2ccc(=O)n(CCC(=O)NCc3ccccn3)n2)cc1,-2,10%,7%,-4%,-3%,8,-7%,-1%,2.2%
CCCCCCNC(=O)c1cc(-c2ccco2)nc2ccccc12,-1,104%[activator],5%,-1%,-1%,16,-12%,-5%,2.1%
Cc1cccc(Cl)c1NC(=O)NCCCN1CCCCC1C (stereo not drawn),-20,x,x,0%,-1%,-5,x,x,x
COc1ccc(NC2CCCN(C(=O)CCc3scnc3C)C2)cc1 (stereo not drawn),1,0%,1%,0%,-3%,-2,-3%,2%,-2.2%
COC(=O)CC1=NN(c2ccccc2)C(=O)C1,-7,9%[57.1 µM],2%,-1%,-4%,-4,-16%,-6%,0.8%
CCC(C)n1c(SCc2ccc([N+](=O)[O-])cc2)nc2ccsc2c1=O (stereo not drawn),0,-5%,4%,0%,-3%,2,-12%,13%,1.4%
COc1cc(C2NC(=O)NC(C)=C2C(=O)Nc2cccc(C)c2C)cc(OC)c1OC (stereo not drawn),-3,2%,-2%,-1%,-5%,13,-9%,0%,0.0%
COCCNC(=O)C1(C)CCN(Cc2csc(-c3ccc(Cl)cc3)n2)C1 (stereo not drawn),-1,x,x,1%,0%,2,x,x,x
Cc1ccc(NC(=O)CN2C(=O)S/C(=C/c3ccncc3)C2=O)cc1,3,-5%[57.1 µM],-3%,-15%,-6%,-6,-14%,-6%,-0.4%

# Molecules from the list above that have a Cl atom (three):
SMILES,LDHA block,TrxR1 substrate,mIDH1 inhibitor,Vif-A3G inh,GRP78 ERSR act,PI4K2A inh,USP1-UAF1 inh,Vif-A3F inh,RXFP1 ag
O=C(CN1C(=O)COc2ccc(S(=O)(=O)NC3CCCC3)cc21)Nc1ccc(Cl)cc1,1,-5%,u,2%,0%,-2,-9%,-2%,1.1%
Cc1cccc(Cl)c1NC(=O)NCCCN1CCCCC1C (stereo not drawn),-20,x,x,0%,-1%,-5,x,x,x
COCCNC(=O)C1(C)CCN(Cc2csc(-c3ccc(Cl)cc3)n2)C1 (stereo not drawn),-1,x,x,1%,0%,2,x,x,x

# More records follow.
SMILES,LDHA block,TrxR1 substrate,mIDH1 inhibitor,Vif-A3G inh,GRP78 ERSR act,PI4K2A inh,USP1-UAF1 inh,Vif-A3F inh,RXFP1 ag
COc1cc(S(=O)(=O)NCCOC23CC4CC(CC(C4)C2)C3)c(OC)cc1Cl,1,-4%,6%,3%,-3%,-4,-12%,-6%,0.2%
NC(=O)CSc1nc2ccc([N+](=O)[O-])cc2[nH]1,-5,7%[57.1 µM],0%,-1%,-6%,8,-10%,-2%,3.6%
CN(C)CCCN(C(=O)c1ccco1)c1nc2ccc(Br)cc2s1,-2,0%,4%,0%,-1%,-6,-20%,-17%,0.4%
CCOC(=O)Cn1c(N)c(C(=O)OC)sc1=S,3,-19%,3%,-1%,0%,-4,-6%,1%,-1.0%
Cc1ccc(NC(=O)COC(=O)C2=NN(c3ccccc3)C(=O)CC2)c(Br)c1,-2,-15%,-2%,0%,-3%,2,-2%,1%,0.1%
Fc1ccc(C2CC(c3cccs3)=NN2C(=S)Nc2ccccc2)cc1 (stereo not drawn),-23,-1%,-1%,-2%,-1%,-4,-5%,3%,-1.5%
COc1cccc(NC(=O)CSc2nncn2N)c1,-8,-3%,7%,0%,-7%,-8,-15%,-1%,1.0%
O=C(CSc1nnc(Cc2cccs2)n1-c1ccccc1)NC1CCCCC1,-12,-1%[57.1 µM],3%,-1%,-1%,2,-20%,3%,0.9%
CN(C)S(=O)(=O)Nc1cccc(NC(=O)CC23CC4CC(CC(C4)C2)C3)c1,-2,-2%,9%,5%,-5%,4,-16%,9%,-5.1%
Cc1ccc(-c2nc(C)c(CCNC(=O)c3cccs3)s2)cc1,6,-3%[57.1 µM],-3%,-2%,2%,3,-13%,6%,3.6%
COc1ccc(S(=O)(=O)N2CCC(NC(=O)c3cccnc3)CC2)cc1,-8,8%,3%,4%,-3%,8,u,-12%,-0.8%
O=C(c1ccc2c3c(cccc13)CC2)N1CCOCC1,0,6%[57.1 µM],1%,1%,-5%,1,-19%,-9%,0.9%
O=C(NCc1ccc(Cl)cc1)C1C2C=CC3(CN(Cc4cccnc4)C(=O)C13)O2 (stereo not drawn),-8,7%,-1%,0%,-3%,5,-10%,5%,1.1%
CC(/C=N/NC(=O)CSc1nnc(SCc2ccccc2)s1)=C\c1ccco1,0,-9%,2%,-3%,-4%,-11,-29%,0%,4.1%
O=C(COC(=O)c1ccccc1O)NC1CCCc2ccccc21 (stereo not drawn),0,24%,-5%,0%,-4%,-6,-13%,0%,x
CC12CCC3C(CCC4CC(O)CCC43C)C1CC(O)C2 (stereo not drawn),-9,2%,-7%,-2%,-3%,1,1%,2%,x
COc1cccc(CC(=O)Nc2nccs2)c1,-12,7%,3%,2%,-2%,2,-11%,1%,2.4%
N/C(=N\c1nc2c(c(=O)[nH]1)CCCC2)Nc1ccc(Oc2ccccc2)cc1,-17,17%,10%,-4%,-3%,1,u,-1%,-1.7%
CC(=O)Nc1ccc(NC(=O)CSc2ncnc3c2cnn3Cc2ccccc2)cc1,-10,-6%,-8%,0%,-3%,-2,-15%,-1%,-0.5%
O=C(CCc1ccccc1)N=C1SC2CS(=O)(=O)CC2N1Cc1ccccc1 (stereo not drawn),-1,0%,8%,0%,-3%,-2,-3%,-42%,-0.2%
CC(=O)Nc1ccc(C(=O)Nc2ccc(S(=O)(=O)Nc3nccc(C)n3)cc2)cc1,-15,-6%,0%,-11%,-3%,-3,-15%,-4%,3.0%
COc1cc(C(=O)OCC(=O)N2CCCCC2C)ccc1OCc1c(C)noc1C (stereo not drawn),-4,8%,10%,1%,-1%,-2,-8%,6%,-0.7%
O=C(Nc1ccc(C(=O)O)cc1)/C(=C\c1ccc2c(c1)OCO2)NC(=O)c1ccc(Br)o1,-3,-9%[57.1 µM],-1%,-1%,-3%,-2,-6%,7%,3.3%
O=C(c1ccc(S(=O)(=O)N2CCCC2)cc1)N(c1ccc(F)cc1)C1C=CS(=O)(=O)C1 (stereo not drawn),-6,0%,2%,-2%,-5%,1,-16%,-1%,1.1%
CCNC(=O)C1(C)CCCN(C(=O)c2cc(C)n(C(C)(C)C)n2)C1 (stereo not drawn),-1,x,x,2%,-3%,-6,x,x,x
COc1ccc(C2Nc3ccccc3-n3c(-c4ccccc4)c4c(=O)n(C)c(=O)n(C)c4c32)cc1 (stereo not drawn),-4,-4%,10%,-1%,-5%,-1,-22%,0%,-8.8%
FC(F)(F)c1cnc(COc2cc(Cl)cc(Cl)c2)c(Cl)c1,-3,-1%,15%,1%,-1%,4,-13%,-2%,0.3%
Nc1nc(-c2ccccc2)nn1S(=O)(=O)c1ccccc1,-8,-14%,4%,0%,-1%,0,4%,2%,3.0%
O=C(NCC(c1cccnc1)N1CCc2ccccc21)c1cccc(Br)c1 (stereo not drawn),3,-8%,21%,-3%,-1%,-4,11%,10%,-2.1%
COc1ccc(NC(=O)CN2C(=O)NC(C)(c3ccccc3)C2=O)cn1 (stereo not drawn),-1,x,9%,0%,-3%,-1,-25%,0%,x
CCC(C)C(=O)Nc1nnc(SCC(=O)Nc2ccc(F)cc2)s1 (stereo not drawn),3,-6%,-12%,1%,-3%,-3,-22%,3%,5.6%
Cc1cccc(N2C(=O)CC(N3CCC(c4nc5ccccc5[nH]4)CC3)C2=O)c1 (stereo not drawn),-10,6%,0%,-4%,-5%,-4,-7%,-12%,-3.0%
Cc1onc(-c2ccccc2)c1-c1csc(COc2ccccc2)n1,0,-5%,12%,-5%,-1%,4,-22%,-4%,1.1%
O=C(Cn1cc(C(=O)c2cccs2)c2ccccc21)Nc1ccc(Br)cc1,-1,3%,-12%,5%,-3%,0,2%,6%,-0.2%
Cc1cc(C(O)c2ncc(-c3ccccc3)[nH]2)ccc1F (stereo not drawn),-4,x,x,-1%,1%,0,x,x,x
CC(NS(=O)(=O)c1ccc(Cl)cc1)C(=O)OCC(=O)Nc1ccc(N(C)C)cc1 (stereo not drawn),3,-3%,1%,-3%,7%,-1,-8%,-4%,-3.2%
CCCn1c2ccccc2c2cnn(CC(=O)NCCCN3C(C)CCCC3C)c(=O)c21 (stereo not drawn),-12,-3%,-2%,2%,-4%,-3,-7%,-1%,7.2%
Cc1ccsc1CNC(=O)C1(C)CCCN1CC(C)C (stereo not drawn),4,x,x,2%,-2%,6,x,x,x
CCN(CC)C(=O)c1ccc(CS(=O)(=O)Cc2ccccc2)cc1,-12,-2%,-5%,5%,-5%,3,-2%,2%,-0.4%
COc1ccc(/C=C/C(=O)Oc2cc(C)[nH]c(=O)c2[N+](=O)[O-])cc1OC,-1,5%[57.1 µM],0%,6%,-1%,2,-8%,-33%,-3.3%

# Assay outcomes deposited in PubChem by National Center for Advancing Translational Sciences (NCATS).
